# Compound activity deposited in PubChem by several laboratories.
# ERb coact inh = ER-beta (human) coactivator binding inhibition | TR-FRET ER-beta LBD / SRC1-Cy5 peptide binding; receptor agonist-loaded with 1 µM estradiol | Q92731 | inhibition, % at 25.6 µM | 86,000 compounds, 1.3% hits;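 active = compounds whose percent inhibition of the receptor-coactivator binding signal exceeds about 50% in the single-dose screen, limit read from the data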;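 note: 0% = receptor plus peptide wells without compound and 100% = peptide-only wells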
# Target sequence (Q92731 whole entry, looked up, the tested form may be a part): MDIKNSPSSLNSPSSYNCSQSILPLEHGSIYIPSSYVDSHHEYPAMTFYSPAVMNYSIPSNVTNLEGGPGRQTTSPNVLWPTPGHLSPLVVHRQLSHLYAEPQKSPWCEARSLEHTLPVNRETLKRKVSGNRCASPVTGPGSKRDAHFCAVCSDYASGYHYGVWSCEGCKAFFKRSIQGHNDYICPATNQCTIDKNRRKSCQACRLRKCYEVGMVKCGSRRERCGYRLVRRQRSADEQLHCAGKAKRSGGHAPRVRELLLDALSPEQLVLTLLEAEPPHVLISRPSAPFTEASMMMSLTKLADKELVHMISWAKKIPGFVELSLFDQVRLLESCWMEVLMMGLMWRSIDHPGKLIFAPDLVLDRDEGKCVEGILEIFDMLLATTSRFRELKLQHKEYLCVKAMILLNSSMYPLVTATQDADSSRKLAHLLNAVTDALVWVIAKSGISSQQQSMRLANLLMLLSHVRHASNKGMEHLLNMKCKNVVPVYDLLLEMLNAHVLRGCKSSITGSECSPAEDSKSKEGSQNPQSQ
# Calb biofilm kill = kills Candida albicans biofilms; C. albicans biofilm + clotrimazole, Alamar Blue; inhibition, % at 6 µM; 85,000 compounds, 0.14% hits;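 active = inhibition above 20%; inactive = inhibition below 20%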;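 note: preformed 24 hr biofilms exposed to compound for 48 hr; 0% = biofilm without compound and 100% = blank killed by clotrimazole plus chlorhexidine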
# Smad3 FoxH1 inh = blocks human Smad3 binding to FoxH1 peptide | TR-FRET Smad3/Dy647-FoxH1 peptide binding, europium anti-His | inhibition, % at 25 µM | 88,000 compounds, 0.29% hits | AID 630;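 active = compounds that reduce the energy-transfer binding signal between the protein and its labelled peptide by more than half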;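 note: 0% = Smad3 plus labelled peptide maximal FRET and 100% = peptide-only background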
# Target sequence (P84022 whole entry, looked up): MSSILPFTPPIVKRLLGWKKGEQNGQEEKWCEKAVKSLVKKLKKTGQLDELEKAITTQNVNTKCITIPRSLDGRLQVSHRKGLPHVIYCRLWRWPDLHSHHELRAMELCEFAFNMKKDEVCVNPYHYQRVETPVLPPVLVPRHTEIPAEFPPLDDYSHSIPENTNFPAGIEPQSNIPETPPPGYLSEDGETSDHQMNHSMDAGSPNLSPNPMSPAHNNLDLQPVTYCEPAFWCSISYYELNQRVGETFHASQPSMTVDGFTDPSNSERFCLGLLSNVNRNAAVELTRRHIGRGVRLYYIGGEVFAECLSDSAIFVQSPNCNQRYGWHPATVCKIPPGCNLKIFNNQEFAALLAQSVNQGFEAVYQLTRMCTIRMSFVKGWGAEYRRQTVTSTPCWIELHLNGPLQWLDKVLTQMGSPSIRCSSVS
# Starred values were filed as active, the others as inactive; [ ] = another dose, or the depositor's remark.
Structure | Smad3 FoxH1 inh | ERb coact inh | Calb biofilm kill
NC(=O)CSc1nnc(Cn2c(=O)sc3ccccc32)n1-c1ccccc1 | -2 | -3 | 10
CCN(CC)c1ccc(-c2nc3cnccc3n2C)cc1 | 3 | 1[fluorescence artefact?] | -6
O=C(COc1ccccc1)Nc1cccc2nsnc12 | -1 | 2 | 11
O=C(CCNS(=O)(=O)c1cccc2nonc12)NCc1cccs1 | 5 | -23 | 6
COC(=O)c1ccc(OC(=O)c2ccccn2)cc1 | 0 | 14 | 6
Cc1cc(Nc2nc3ccccc3[nH]c2=O)n(-c2ccccc2)n1 | 4 | -8 | 0
NC(Cc1ccc(Oc2ccc(O)cc2)cc1)C(=O)O (centres undefined) | 7 | 1 | 4
COCCn1c(SCCCc2ccccc2)nc2c1c(=O)[nH]c(=O)n2C | -2 | 12 | 3
CC(=O)Nc1ccc(NC(=O)Cn2cc3c(n2)CCCC3)cc1 | -14 | 0[fluorescence artefact?] | 2
Cc1cc(C)cc(N(CC(=O)NCc2ccco2)C(=O)CCC(=O)Nc2ccccn2)c1 | -3 | -2 | 6
c1ccc(-n2ncc3c2ncn2c(CSc4nc5ccccc5s4)nnc32)cc1 | 12[fluorescence artefact?] | 20[fluorescence artefact?] | 5
Cn1c(=O)oc2cc(S(=O)(=O)NCCC(=O)NC3CCCc4ccccc43)ccc21 (centres undefined) | 14 | -6 | 4
CCOC(=O)c1c(C)[nH]c(C(=O)CN2CCOCC2)c1C | 2 | -7 | 7
O=C(COc1ccc(-n2cnnn2)cc1)NC1CCCCC1 | 4 | 24[fluorescence artefact?] | 4
CC(=O)c1cccc(NC(=O)c2cc(C)no2)c1 | 0 | -15 | -14
COC(=O)CC1Oc2ccccc2N(Cc2ccccc2)C1=O (centres undefined) | -2 | 5[fluorescence artefact?] | -7
CCOC(=O)c1c(NC(=O)c2cccs2)sc(C(=O)N2CCOCC2)c1C | 14 | 0 | 9
NC(=O)NC(=O)COC(=O)c1ccccc1Oc1ccccc1 | 5 | -3 | 8
CCCCC(c1nnnn1CCOC)N1CCN(c2cccc(OC)c2)CC1 (centres undefined) | -11 | 1[fluorescence artefact?] | -4
CCn1c(SCC(=O)NCc2cccs2)nc2c1c(=O)n(C)c(=O)n2C | -10 | 5 | -4
CCOCCn1c(CN2CCN(CC)CC2)nc2c1c(=O)n(C)c(=O)n2C | 3 | -1 | 1
CCC1CCCCN1Cc1nc2c(c(=O)n(C)c(=O)n2C)n1Cc1ccccc1 (centres undefined) | 7 | 1 | 10
COCCn1c(SCc2ccc(C(=O)OC)o2)nnc1-c1c[nH]c2ccccc12 | -4 | -6 | 1
Cc1c(C(=O)NC2CC2)oc2ccc(S(=O)(=O)N3CCCCCC3)cc12 | 3 | -13 | 0

# Compound profiles (already shown). Order of screens: Smad3 FoxH1 inh, ERb coact inh, Calb biofilm kill
# Entry for COCCn1c(SCc2ccc(C(=O)OC)o2)nnc1-c1c[nH]c2ccccc12 = -4, -6, 1
# Entry for CCOC(=O)c1c(C)[nH]c(C(=O)CN2CCOCC2)c1C = 2, -7, 7

# Next part:
Structure | Smad3 FoxH1 inh | ERb coact inh | Calb biofilm kill
Cc1cc(N2CCN(C3CCCC3)CC2)n2ncc(-c3ccccc3)c2n1 | 6 | -7 | 5
CCn1cc(S(=O)(=O)CC(=O)Nc2ccc(OC)cc2)c2ccccc21 | 3 | 1 | 11
COC(=O)C(CC(C)C)NC(=O)c1cc(OC)c(OC)c(OC)c1 (centres undefined) | -12[fluorescence artefact?] | 9 | 4
CCN1CCN(c2cc(C)c3cc(NC(=O)Cc4ccc(OC)c(OC)c4)ccc3n2)CC1 | 12 | -2 | 13
CCOc1cc(C2C(C(=O)O)c3cc(OCC)c(OCC)cc3C(=O)N2C)ccc1O (centres undefined) | -18 | -14[fluorescence artefact?] | 4
O=C(Nc1ccc(C2CCCCC2)cc1)C1CCCN(c2ncccn2)C1 (centres undefined) | 8[fluorescence artefact?] | -1[fluorescence artefact?] | 6
COC(=O)CNC(=O)c1ccc2c(c1)S(=O)(=O)c1ccccc1C2=O | 5 | 0 | 0
Cc1cc(NC(=O)COC(=O)c2ccc(F)c(S(=O)(=O)N3CCOCC3)c2)no1 | -9 | 9 | 4
COc1ccc(CCNC(=O)c2c(O)c3cccc4c3n(c2=O)CC4)cc1OC | 8 | 23[fluorescence artefact?] | 8
Cc1cc(NC(=O)c2sc(Nc3cccc(C(F)(F)F)c3)nc2N)no1 | -2 | -9 | 3
COc1ccc(-n2nc(C(=O)N3CCN(Cc4ccc5c(c4)OCO5)CC3)c3ccccc3c2=O)cc1 | 9 | -8 | 6
Cc1ccc(S(=O)(=O)Nc2cc(C)nn2-c2ccccc2)cc1 | -8 | -5[fluorescence artefact?] | -6
O=C(CCn1c(=O)oc2ccccc21)NCCCN1CCCC1=O | -5 | -7[fluorescence artefact?] | 8
COC(=O)c1nc2n(n1)C(c1ccccc1OC)C1=C(CCCC1=O)N2 (centres undefined) | 8 | 3 | 1
CCOC(=O)Cc1csc(SCn2nnc3ccccc3c2=O)n1 | -2 | 0 | -2
Cc1ccc2cc(CN(Cc3nnnn3Cc3ccco3)CC3CCCO3)c(=O)[nH]c2c1C (centres undefined) | -16 | 5[fluorescence artefact?] | 1
CC1Cc2nc(SCC(=O)N3CCCC3)n(C)c(=O)c2S1 (centres undefined) | -1 | -4[fluorescence artefact?] | -1
O=C(C(Cc1ccccc1)n1cccc1)N1CCc2ccccc21 (centres undefined) | 1 | -12 | 11
COc1cc(C2c3c(oc4cc(C)c(C)cc4c3=O)C(=O)N2c2cc(C)ccn2)ccc1O (centres undefined) | -4 | 34 | 3
CCOc1ccccc1NC(=O)c1c(NC(=O)CNCc2ccco2)sc2c1CCC2 | -2 | 30[fluorescence artefact?] | 5
O=C(CN1C(=O)NC2(CCCCC2)C1=O)Nc1ccccc1Cl | 10 | 11 | 7
O=C(CCn1c(=S)[nH]c2cc3c(cc2c1=O)OCO3)NCCN1CCCC1 | 7 | 12[fluorescence artefact?] | -3
c1cnc(N2CCN(c3ncnc4c3oc3ccccc34)CC2)nc1 | 6 | -7 | 7
CCCN1Cc2cccc(C(=O)Nc3ccc(N4CCN(CC)CC4)cc3)c2C1=O | 5 | 16 | -3
CCOc1ccc(C2C(C#N)=C(N)N3C(=C2C#N)Sc2ccccc23)cc1 (centres undefined) | 0[fluorescence artefact?] | 4[fluorescence artefact?] | 5
Nc1ccc(S(=O)(=O)NC(=O)c2ccccc2)cc1 | 7 | -8 | 5
CC1CCN(c2nnc(N3CCC(C)CC3)c3ccccc23)CC1 | 2 | -4 | -1
Cc1onc(-c2c(Cl)cccc2Cl)c1C(=O)NCc1ccccn1 | -4 | 3 | 4
COc1ccc(Cl)cc1NC(=O)CSc1nnc(Cn2c(=O)sc3ccccc32)n1C | -8 | 20 | 12
COc1ccc(Cl)cc1S(=O)(=O)n1cnc2ccccc21 | 2 | -1 | 3
Cn1c(Cn2c(=O)sc3ccccc32)nnc1SCC(=O)N1CCN(c2ccccc2)CC1 | -12 | -6[fluorescence artefact?] | -5
COC(=O)c1ccc(CSc2ccc3nnc(-c4cccnc4)n3n2)o1 | 0 | -8 | 2
CC1CN(c2cc(=O)n(Cc3ccc(F)cc3)c(=O)[nH]2)CC(C)O1 (centres undefined) | 1 | -9 | 2
Cc1cc(NC(=O)Cn2c(=O)c3c(ncn3CC(C)C)n(Cc3ccccc3)c2=O)no1 | 9 | -5 | 9
Cc1nc2sccn2c(=O)c1CCN1CCC(=C(c2ccccc2)c2ccc(F)cc2)CC1 | 11 | -2 | 3
CCn1c2ccccc2c2cc(C3C(C#N)=C(N)OC4=C3C(=O)CC(C)(C)C4)ccc21 (centres undefined) | 2 | -11[fluorescence artefact?] | 4
CC(=O)c1ccc(N2CCN(C(=O)COc3ccc(F)cc3)CC2)c(F)c1 | 2 | -8 | 7
Cc1cn2nc(N)c3ccccc3c2n1 | 3 | 6 | 5
CC(=O)N[C@@H](CS)C(=O)O | 9 | -6 | 14
CC1(C)NC(C)(C)c2nonc2/C1=N\O | 7 | 3[fluorescence artefact?] | 3
CCc1nc2ccccc2n(CCOCCn2c(=O)c(CC)nc3ccccc32)c1=O | -2 | 1[fluorescence artefact?] | 8
CSC1=NCCN1C(=O)c1ccc(S(=O)(=O)N2CCCC2)cc1 | 4 | 0 | 17
COc1ccc(Br)cc1C(=O)O | 0 | 6 | 7
CSc1nc2sc3c(c2c(=O)n1C)CCCC3 | 6 | 1 | 9
Cc1c(C(=O)N2CCOCC2)oc2ccc(S(=O)(=O)N3CCCCCC3)cc12 | 9 | -2[fluorescence artefact?] | 1
Cc1cc(NC(=O)CN2CCN(Cc3ccccc3)CC2)nc2c1c(=O)oc1ccccc12 | 4 | 24 | 10
C=CCn1c(=O)c(C(=O)NCCc2ccccc2)c(O)c2ccccc21 | 9 | 1 | 2
Cc1ccc(N2CCN(S(=O)(=O)N(C)C)CC2)c(C)c1 | 11 | 1 | 17
CCc1ccc(C2CC(c3cccc(Cl)c3)n3nc(N)nc3N2)cc1 (centres undefined) | -3 | -5 | 0
Cc1nc2sccn2c1P(c1c(C)nc2sccn12)c1c(C)nc2sccn12 | 11 | -4 | 6
S=C(c1ccc(-c2cc(Cl)ccc2Cl)o1)N1CCOCC1 | 7 | -5 | 3
COc1ccc(CNS(=O)(=O)c2ccc(S(=O)(=O)N3CCCCC3)cc2)cc1 | 4 | -10 | 6
CCOc1ccccc1-n1nnnc1SCC(=O)NC(=O)NCc1ccco1 | 5 | 62* | -4
COc1cccc(-c2nc(CS(=O)CC(=O)NCc3ccc4c(c3)OCO4)c(C)o2)c1 (centres undefined) | -16 | -1[fluorescence artefact?] | 1
COCCNC(=O)CC(NS(=O)(=O)c1ccc(NC(C)=O)cc1)C(C)C (centres undefined) | -10 | 12 | 3
O=C(NCc1ccccc1)c1ccc2c(c1)OCCO2 | -5 | -1 | -2
CCOC(=O)c1c(C)[nH]c(C(=O)COC(=O)c2cn(CC)c3nc(C)ccc3c2=O)c1C | -10 | 16[fluorescence artefact?] | 5
C=CCSc1nc(N)c2c(C)c(C)sc2n1 | -8 | 3 | 9
O=C(C1CCN(c2nnc(-n3cccc3)s2)CC1)N1CCOCC1 | -5 | -3 | -6
Cn1c(=O)[nH]c(=O)c2c1nc(N1CCCC1)n2CCCSc1nc2ccccc2o1 | 11 | -7 | 10

# More structures follow.
Structure | Smad3 FoxH1 inh | ERb coact inh | Calb biofilm kill
COc1ccc(S(=O)(=O)N2CC(C)N(S(=O)(=O)c3ccc(OC)cc3)CC2C)cc1 (centres undefined) | -3 | 4 | -1
COc1ccc(C2CC(c3cccc(Cl)c3)n3nc(N)nc3N2)cc1 (centres undefined) | 15 | -7 | 8
Oc1ccccc1C1=Nc2ncnn2C(c2ccccc2)C1 (centres undefined) | 6[fluorescence artefact?] | -10 | 6
CCCCNC(=O)c1cc2c(=O)n3cccc(C)c3nc2n(CCN2CCOCC2)c1=N | 2 | -11 | 3
CC(=O)C(Sc1nc(NC(C)(C)C)nc(N(C)C)n1)C(C)=O | -4 | -3[fluorescence artefact?] | 1
CCOc1ccc(NC(=O)CCS(=O)(=O)c2cccc3nsnc23)cc1 | 12 | 10[fluorescence artefact?] | 0
O=C(CC1SC(=Nc2ccccc2)N(CCCO)C1=O)Nc1ccc(Cl)cc1 (centres undefined) | 10 | -2 | 0
COC(=O)Cc1c(C)nc2nc(-c3cccnc3)[nH]n2c1=O | -5 | 1[fluorescence artefact?] | 5
O=C(CN1C(=O)c2ccccc2C1=O)Nc1ccccc1F | 0 | -7 | 4
C=CCc1c(C)nn(CC(=O)O)c1-c1ccccc1 | 2 | -2 | 0
COc1ccc(C(=O)O)cc1S(=O)(=O)Nc1cccc(C(F)(F)F)c1 | 8[fluorescence artefact?] | -9 | 7
Cc1nnc(SCC(=O)c2c(N)n(C)c(=O)n(C)c2=O)n1Cc1ccccc1 | 4 | -10[fluorescence artefact?] | 11
Cc1nc(NC2=NCN(Cc3ccccc3)CN2)nc2ccccc12 | 3 | -16 | 6
CN(C)S(=O)(=O)c1ccc(C(=O)Nc2ccc(F)cc2F)cc1 | 8 | -3[fluorescence artefact?] | 9
CCN1C(=O)c2ccc(-c3nc4ccccc4c(=O)o3)cc2C1=O | 8[fluorescence artefact?] | 23 | 16
CCOC(=O)N1CCC(NC(=O)C2CCN(S(=O)(=O)c3cccc4cccnc34)CC2)CC1 | 0 | -3 | 9
COc1ccc(S(=O)(=O)N(CC(=O)N2CCOCC2)c2cc(Cl)ccc2OC)cc1OC | -5 | -7 | 7
O=C(c1cc2nc(-c3ccco3)cc(C(F)(F)F)n2n1)N1CCCc2ccccc21 | -2 | 15[fluorescence artefact?] | 5
Clc1cccc(Nc2ncnc3c2cnn3-c2ccccc2)c1 | 4 | 8 | 14
Cc1ccc(Cn2c3ccccc3c3cn[nH]c(=O)c32)cc1 | -2 | -2 | -1
O=C(NCc1ccncc1)c1ccc(Br)o1 | 4[fluorescence artefact?] | 0 | 6
Cc1ccc(-n2ncc3c(N4CCCC(C)C4)ncnc32)c(C)c1 (centres undefined) | 13[fluorescence artefact?] | -14 | 4
Cc1cccc(NC(=O)C2CCN(S(=O)(=O)c3c(C)nn(C)c3C)CC2)n1 | 3 | 57* | 1
CCC(NC(=O)NCCCn1ccnc1)(C(F)(F)F)C(F)(F)F | -1 | 11 | 8
Fc1ccccc1Cn1nnc2c(NCCc3ccccn3)ncnc21 | -3 | -7 | 9
CCOc1ccc(CC(=O)N2CCN(c3ccc(N4CCOCC4)nn3)CC2)cc1OCC | 0 | -5 | -10
Cc1ccccc1-c1noc(-c2cccs2)n1 | -3 | -11 | 8
O=C(Cn1nc(Cc2cccnc2)c2ccccc2c1=O)N1CCN(C(=O)c2ccco2)CC1 | -1 | -1 | 8
Cc1ccc(S(=O)(=O)n2nc(OC(=O)c3ccco3)cc2N)cc1 | -7 | 44 | 11

# The list is partial (hit frequency here may not be typical).
